IMPase Li cell – IMPase inhibition in cells with lithium potentiation | AID 1457 | Potency, µM (doses to about 59.4 µM), without a hit: at the highest dose activity, negative = IMPase inhibition, usual class: inhibitors | 210,000 tested, 0.35% active | CHO-M1 cells, IP1 TR-FRET (IP-One), carbachol + lithium;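 also: IP1 builds up when IMPase is blocked and the TR-FRET signal falls; plate controls were basal vehicle for no effect and high inhibitor control for full effect; nearly all actives have a fitted effect of over 50% in size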
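CHO cells stably expressing M1 receptor (2000/well, cultured 16–30 h) treated 30 min at 37C with compound plus low lithium. Cytosolic IP1 by TR-FRET (665/620 ratio and 620 channel) after 10 min lysis; AC50 by Hill fit.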
HTT cytoprotect – Huntington cell model cytoprotection by ATP luminescence; AID 1471; PC12 HTT-Q103 induced, cytoprotection, ATP luminescence, 40 h; Potency, µM (highest dose often 56.4 µM), for the others: cytoprotection (ATP increase), hits mostly activators; 230,000 tested, 0.14% active;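 also: % of control where 0% means no effect; nearly all actives have a fitted effect of over 45% in size; toxic huntingtin expression switched on by the ecdysone agonist tebufenozide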
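Quantitative HTS on tebufenozide-induced (100 nM) PC12 cells expressing HTTQ103 exon 1–GFP; compounds tested as a concentration series; survival measured via cellular ATP.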
HTT aggregate – mutant huntingtin aggregation inhibition; PC12 HttQ103-GFP aggregates, Acumen cytometry, 40 h; Potency, µM (highest dose often 46.1 µM), for inactives: at the top dose activity change, negative = inhibition, usual class: inhibitors; 220,000 tested, 1.1% active; also: % is scaled to controls: 0 for no effect and ±100 for the full control effect; nearly all actives have a fitted effect of over 60% in size
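PC12 cells stably carrying ecdysone-inducible HTT exon 1 Q103–GFP were induced with tebufenozide (100 nM final) and treated with library compounds in titration. GFP aggregates in lysates were counted by laser scanning cytometry.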
GoLoco inh red – RGS12 GoLoco-Gai1 interaction inhibition; 230,000 tested, 0.44% active; Potency, µM (top dose mostly 61.6 µM), without a hit: top-dose activity, negative = inhibition, actives largely listed as inhibitors; AID 880; P63096; Gai1:RGS12 GoLoco peptide FP, rhodamine, 10 min; active = well fitted inhibition curve with a large enough effect, not every such curve was filed as active; inactive = no such curve, though single readings can be large or run the other way; also: % is scaled to controls: 0 for no effect and ±100 for the full control effect; nearly all actives have a fitted effect of over 30% in size; many of its hits are not listed in these tables
Target sequence (P63096 whole entry, looked up): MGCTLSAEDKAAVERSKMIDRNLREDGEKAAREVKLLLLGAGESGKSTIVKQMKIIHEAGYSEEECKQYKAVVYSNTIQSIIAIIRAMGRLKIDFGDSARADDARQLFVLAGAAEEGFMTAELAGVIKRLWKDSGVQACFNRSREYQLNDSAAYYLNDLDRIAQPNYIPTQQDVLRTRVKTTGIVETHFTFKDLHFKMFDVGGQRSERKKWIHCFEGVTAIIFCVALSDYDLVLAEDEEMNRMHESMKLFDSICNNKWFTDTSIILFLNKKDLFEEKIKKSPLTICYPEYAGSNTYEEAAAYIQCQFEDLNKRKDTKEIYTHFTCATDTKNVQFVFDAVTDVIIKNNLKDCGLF
GAA glycogen – inhibitors or activators of human alpha-glucosidase glycogen cleavage; P10253; recombinant GAA, glycogen substrate, Amplex Red glucose oxidase fluorescence; Potency, µM (top dose mostly 76.4 µM), for the others: at the highest dose activity change, negative = inhibition, most hits filed as inhibitors; 300,000 tested, 0.38% active; AID 2100;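 also: 0% = full enzyme reaction and -100% = no-enzyme basal signal; the screen sought inhibitors and activators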
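Recombinant human enzyme (4 nM); glycogen substrate; 37 C, 40 min, pH 5.0. Readout: coupled glucose oxidase/Amplex Red fluorescence.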
GAA inhib – alpha-glucosidase (human) inhibition | P10253 | purified human GAA, 4-MU-alpha-glucoside fluorescence | Potency, µM (series often up to 76.9 µM), for the others: at the highest dose activity change, negative = inhibition, hits mostly inhibitors | 200,000 tested, 0.005% active | AID 1466;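 also: plate controls were uninhibited enzyme wells for no effect and no-enzyme background for full effect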
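Fluorescence at Ex 365/Em 440 nm from 4-methylumbelliferone reported enzyme activity after 20 min at room temperature. Reactions used 4 nM enzyme and 400 uM substrate at pH 5.0; curves fitted with the Hill equation.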
GAA spleen mod – lysosomal alpha-glucosidase (human) modulation. 240,000 tested, 0.006% active. human spleen homogenate, 4-MU-alpha-glucoside fluorescence. Potency, µM (doses to about 79.9 µM), for inactives: top-dose activity change, negative = inhibition, usual class: inhibitors;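 also: 0% = enzyme with vehicle and -100% = no enzyme basal signal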
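Enzyme source: human spleen homogenate, 1 ug/well. Buffer 50 mM citric acid/K phosphate pH 5.0, 0.01% Tween-20. 4-MU-alpha-glucoside 1 mM; 37 C x 40 min; NaOH/glycine stop; fluorescence.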
An asterisk follows results filed as active; u = inconclusive; x = not tested or not shown; & = joins results of further samples; [ ] = another dose, or the depositor's remark. Unless noted, calls follow the shape of the dose curve; as a rule, active = well fitted curve in the direction sought with a large enough effect; inconclusive = small, poorly fitted or top-dose-only effect, or another doubt; inactive = no such curve, though single readings can be large; an effect the other way counts as inactive or inconclusive. Potency is read from the fitted curve at half-maximal effect. Only part of the results is shown; count on the stated rates, not on these rows.

Below each SMILES: GoLoco inh red	GAA spleen mod	HTT cytoprotect	GAA glycogen	HTT aggregate	GAA inhib	IMPase Li cell
CN(Cc1ccccc1)C(=O)N[C@@H](Cc1ccccc1)C(=O)O
→ 0%	-14%	18%	-10%	2%	-8%	2%[38.3 µM]
COc1cc2[nH]c3c(N4CCN(c5ccccn5)CC4)ncnc3c2cc1OC
→ -3%	-8%	-165%[inhibitor][0.074 µM]	-4%	20µM*	1%	5%[38.3 µM]
CNc1cc(NS(=O)(=O)c2ccc(N)cc2)nc(NC)n1
→ 16%&5%	5%&-3%	18%	x	x	x	-2%&-3%
CCc1cn(S(=O)(=O)c2ccccc2OC)nc1N
→ 11%	-2%	13%[10 µM]	-3%	-13%	-7%	4%[38.3 µM]
CC(=O)N1N=C(c2ccc(C)cc2)OC1c1ccc(Br)cc1 (configuration not stated)
→ 13%	4%	-46%[inhibitor][10 µM]	-12%	-29%[9.22 µM]	15%	-2%
Cc1sc2nc(C(C)C)nc(SCC(=O)N3c4ccccc4CC3C)c2c1C (configuration not stated)
→ -6%	-18%	0%[10 µM]	-7%	-19%	3%	11%
CCCn1c2ccccc2c2nnc(SCC(=O)Nc3c(C)n(C)n(-c4ccccc4)c3=O)nc21
→ 0%	-8%	1%[10 µM]	5%	5%	1%	5%
Cc1ccc(NC(=O)c2sc3nc4c(c(-c5ccco5)c3c2N)CCC4)cc1
→ 19%	4%	-21%	3%	-7%	-9%	u
COc1ccc(CCNC(=O)Cn2c(=O)n(Cc3ccco3)c(=O)c3ccc(Cl)cc32)cc1OC
→ -3%	-7%	-4%	-9%	12%	-8%	20%[38.3 µM]
COc1ccccc1/C=[N+](\[O-])C1SC(=S)N(C)C1(C)C (configuration not stated)
→ 5%	-1%	11%[10 µM]	-6%	-1%[9.22 µM]	x	x
C=C1CCN([C@@H](C)C(=O)NCCCCCC)S(=O)(=O)c2ccccc21
→ 0%	6%	20%[10 µM]	4%	17%[9.22 µM]	x	x
Cn1c(NCCN(CCO)CCCc2ccc([N+](=O)[O-])cc2)cc(=O)n(C)c1=O
→ 0%	x	3%	x	0%	x	x
c1ccc2oc(C3=NNC(=NC4CC4)SC3)cc2c1
→ -7%	-6%	-21%[10 µM]	-12%	15%	-2%	-2%
CCCCNC(=O)C(c1ccc(OCC(=O)OC)c(C(=O)OC)c1)N(Cc1ccccc1)C(=O)CCCCCN1C(=O)NC(c2ccc(-c3ccccc3)cc2)C(C(=O)OCc2ccccc2)=C1C (configuration not stated)
→ -1%	-1%	-1%	x	x	x	-3%
Cc1ccc(S(=O)(=O)NCCSc2ncccn2)cc1
→ -1%	0%	10%[10 µM]	-10%	28%[9.22 µM]	-6%	19%
CCOc1cc(CNc2ccc(Br)cc2)cc(Br)c1OCC(=O)NC(C)(C)C
→ 1%	-6%	-43%[inhibitor]	-10%	u	-1%	26%[38.3 µM]
O=C(COC(=O)/C=C/c1cccs1)Nc1ccc2ccccc2c1
→ 4%	8%	6%[10 µM]	3%	15%	u	-16%
Cn1c(=O)n(C)c2cc(/C=N/n3cnnc3)ccc21
→ 4%	0%	-3%	-11%	4%	1%	1%[38.3 µM]
COc1ccc(N2CCN(c3nc(Nc4ccc(C)c(F)c4)nc(N4CCCC4)n3)CC2)cc1
→ 8%	x	-23%	-2%	-30%	-1%	7%
O=C(COc1ncnc2cc([N+](=O)[O-])ccc12)NCc1ccc2c(c1)OCO2
→ 5%	3%	-1%	5%	2%	-2%	30%[38.3 µM]
CCOC(=O)NNc1ccc(C(F)(F)F)cn1
→ 6%	1%	-10%[10 µM]	u	-6%[9.22 µM]	5%	x
O=c1oc2ccccc2c2[nH]ccc12
→ 25%	2%	5%[10 µM]	5%	-7%	12%	1%
COc1cc(C2C(C#N)=C(N)Oc3n[nH]c(-c4cccnc4)c32)cc(Br)c1O (configuration not stated)
→ 16%	-2%	x	u	19%	-8%	15%
CCOC(=O)C(NC(=O)Nc1ccc(C(N)=O)cc1)(c1ccccc1)C(F)(F)F (configuration not stated)
→ -14%	3%	10%[10 µM]	-2%	-6%	2%	6%
Cn1c(=O)c2c(nc(N/N=C/c3ccc(OC(=O)c4ccco4)cc3)n2Cc2ccc(F)cc2)n(C)c1=O
→ 1%	2%	-34%[10 µM]	-3%	u	0%	20%
CSCCC(NS(=O)(=O)c1ccc(Cl)c(Cl)c1)C(=O)O (configuration not stated)
→ 0%	7%	11%	-15%	3%	0%	-2%
O=c1oc2ccccc2nc1/C=C(\O)c1ccccc1
→ 6%	3%	21%[10 µM]	u	-5%[9.22 µM]	x	x
NC(=O)C1CCN(C(=S)NC2CC3C=CC2C3)CC1 (configuration not stated)
→ 10%	0%	5%[10 µM]	6%	4%[9.22 µM]	x	x
O=C(CN1CCN(C(=O)c2ccco2)CC1)Nc1c2c(nc3c1CCC3)CCCC2
→ x	-5%	-4%	4%	-23%	2%	x
Cc1nc2ccccc2c(=O)n1NC(=O)c1c(O)c2c(n(CC(C)C)c1=O)CCCC2
→ 17%	-9%	8%[10 µM]	-9%	u	u	11%
CCCCC(CC)COC(=O)c1ccccc1C(=O)O (configuration not stated)
→ 15%	5%	-8%	x	x	x	-6%
COC(=O)C1CCN(C2CC(=O)N(c3cc(C)cc(C)c3)C2=O)CC1 (configuration not stated)
→ 0%	3%	x	12%	21%	-6%	-1%
O=c1cc2c(nn1Cc1ccc(F)cc1)-c1ccccc1CC2
→ 3%	-4%	-42%[inhibitor]	-13%	-8%	u	4%
COc1ccc(-c2c[n+]3c(n2-c2ccc(C)cc2)CCCCC3)cc1
→ 8%	8%	-40%[10 µM]	-2%	-33%[9.22 µM]	x	x
Cc1ccc(C(=O)NC(=S)Nc2ccc(-c3cc4ccccc4oc3=O)cc2)c(C)c1
→ 12%	-1%	17%[10 µM]	3%	0%	0%	u
N#Cc1ccc(Nc2ccccc2)c(N)c1
→ 81%[activator]	-9%	-23%	u	9%	4%	3%[38.3 µM]
COCCOC(=O)C1=C(C)N(c2ccccc2)C(=S)NC1c1ccccc1C(F)(F)F (configuration not stated)
→ 4%	-3%	-10%	-2%	-4%	6%	12%
Cc1ccc(S(=O)(=O)N2CCN=C2SCc2ccc(Cl)c(Cl)c2)cc1
→ -7%	-8%	8%[10 µM]	6%	-6%	0%	2%
COc1ccc(OC)c(-n2c(-c3ccn[nH]3)n[nH]c2=S)c1
→ -4%	-6%	9%[10 µM]	-11%	7%[9.22 µM]	x	x
COc1ccc(C2NC(=S)NC(C)=C2C(=O)c2ccccc2)cc1OC (configuration not stated)
→ 3%	1%	32%[10 µM]	-14%	3%	2%	-2%

3 compounds from above, ordered by molar mass, lowest first:
Below each SMILES: GoLoco inh red	GAA spleen mod	HTT cytoprotect	GAA glycogen	HTT aggregate	GAA inhib	IMPase Li cell
CCOC(=O)NNc1ccc(C(F)(F)F)cn1
→ 6%	1%	-10%[10 µM]	u	-6%[9.22 µM]	5%	x
COc1ccc(C2NC(=S)NC(C)=C2C(=O)c2ccccc2)cc1OC (configuration not stated)
→ 3%	1%	32%[10 µM]	-14%	3%	2%	-2%
Cn1c(NCCN(CCO)CCCc2ccc([N+](=O)[O-])cc2)cc(=O)n(C)c1=O
→ 0%	x	3%	x	0%	x	x

Following part:
Below each SMILES: GoLoco inh red	GAA spleen mod	HTT cytoprotect	GAA glycogen	HTT aggregate	GAA inhib	IMPase Li cell
Cc1ccc(C(C(=O)NC2CCCCC2)N(C(=O)c2csnn2)C2CC2)o1 (configuration not stated)
→ -10%	5%	-15%	8%	-15%	1%	18%[38.3 µM]
COc1ccc(-c2ccc(C3C(C#N)=C(N)Oc4n[nH]c(C)c43)o2)cc1 (configuration not stated)
→ 7%	-4%	-17%	12%	14%	0%	-7%[38.3 µM]
COc1ccc(OC(C)C(=O)N2CCOCC2)cc1 (configuration not stated)
→ -3%	-3%	-12%[0.074 µM]	-11%	-22%	-8%	2%[38.3 µM]
CCCCC(=O)Nc1ccc(C(=O)N2CCCC(C(=O)OCC)C2)cc1 (configuration not stated)
→ -12%	16%	10%[1.9 µM]	-13%	-19%	-1%	16%[38.3 µM]
Cc1ccc(Cl)c2c1NC(=O)C2(O)CC(=O)c1ccc(F)cc1 (configuration not stated)
→ 7%	-12%	5%	-1%	-7%	1%	8%[38.3 µM]

Exported as labelled records: part of the list above
Cc1ccc(C(C(=O)NC2CCCCC2)N(C(=O)c2csnn2)C2CC2)o1 (configuration not stated)
  GoLoco inh red: -10%
  GAA spleen mod: 5%
  HTT cytoprotect: -15%
  GAA glycogen: 8%
  HTT aggregate: -15%
  GAA inhib: 1%
  IMPase Li cell: 18%[38.3 µM]

Cc1ccc(Cl)c2c1NC(=O)C2(O)CC(=O)c1ccc(F)cc1 (configuration not stated)
  GoLoco inh red: 7%
  GAA spleen mod: -12%
  HTT cytoprotect: 5%
  GAA glycogen: -1%
  HTT aggregate: -7%
  GAA inhib: 1%
  IMPase Li cell: 8%[38.3 µM]

COc1ccc(-c2ccc(C3C(C#N)=C(N)Oc4n[nH]c(C)c43)o2)cc1 (configuration not stated)
  GoLoco inh red: 7%
  GAA spleen mod: -4%
  HTT cytoprotect: -17%
  GAA glycogen: 12%
  HTT aggregate: 14%
  GAA inhib: 0%
  IMPase Li cell: -7%[38.3 µM]

COc1ccc(OC(C)C(=O)N2CCOCC2)cc1 (configuration not stated)
  GoLoco inh red: -3%
  GAA spleen mod: -3%
  HTT cytoprotect: -12%[0.074 µM]
  GAA glycogen: -11%
  HTT aggregate: -22%
  GAA inhib: -8%
  IMPase Li cell: 2%[38.3 µM]
